ABCB6 inh MLPCN = ABCB6 transporter inhibitors, primary screen, K562-ABCB6 cells, flow cytometry, MLPCN library. 360,000 tested, 0.19% active. fluorescence ratio to DMSO, % at 10 µM. K562-ABCB6 porphyrin accumulation, 1 h; stronger effect = lower value. AID 602162, 2011;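 active = fluorescence ratio to DMSO below 75%, the collection mean minus 3 SD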;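 note: signal is porphyrin accumulated inside mitochondria; 100% equals median channel fluorescence of DMSO control wells; lower ratio means ABCB6 inhibition with less porphyrin fluorescence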
m5-HT2A agonist = mouse Htr2a agonists via beta-arrestin recruitment, primary screen, cell-based, luminescence; CHO-K1 mHTR2A beta-arrestin complementation; percent of 30 µM serotonin response; activation, % at 7.6 µM; AID 624169, 2012; 360,000 tested, 0.66% active; 5-hydroxytryptamine receptor 2A (Mus musculus), P35363;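 active = activation above a run cutoff, the mean activation of all tested compounds plus 3 SD, cut at about 14% in these data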;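 note: 0% = plate median of compound wells and 100% = 30 µM serotonin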
Target sequence (P35363 whole entry, looked up): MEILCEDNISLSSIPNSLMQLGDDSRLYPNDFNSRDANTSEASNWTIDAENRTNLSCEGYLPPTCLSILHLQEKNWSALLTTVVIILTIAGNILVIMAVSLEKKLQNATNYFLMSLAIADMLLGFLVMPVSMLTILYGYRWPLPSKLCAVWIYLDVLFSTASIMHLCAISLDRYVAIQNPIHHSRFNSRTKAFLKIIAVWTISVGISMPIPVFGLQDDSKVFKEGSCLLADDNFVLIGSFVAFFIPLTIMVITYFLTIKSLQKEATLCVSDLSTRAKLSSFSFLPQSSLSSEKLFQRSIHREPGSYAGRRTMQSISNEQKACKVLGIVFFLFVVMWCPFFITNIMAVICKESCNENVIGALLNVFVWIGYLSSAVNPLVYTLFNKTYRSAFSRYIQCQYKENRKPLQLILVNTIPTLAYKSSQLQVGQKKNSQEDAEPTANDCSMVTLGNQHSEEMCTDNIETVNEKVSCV
H9c2 protect = cardioprotection against H2O2-induced cell death, primary screen, uHTS, H9c2 cells, ATPLite luminescence. H9c2 cardiomyocytes, H2O2 injury protection, 2 h. protection from H2O2 cell death, % at 20 µM. 360,000 tested, 0.63% active;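 active = compounds giving at least 50% protection of heart cells from peroxide-induced death in the single-dose screen, raw or plate-pattern-corrected value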;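 note: 0% = DMSO wells with peroxide and 100% = DMSO wells without peroxide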
CaV13 FRET inh = Disruptors of the CACNA1D IQ motif to Ca2+-dependent inactivation inhibitor domain association, primary screening, Förster resonance energy transfer in intact living …. HEK cells, CFP/YFP FRET ICDI-IQ, plate reader, 10 min; percent FRET-ratio fall versus neutral wells. inhibition, % at 12.3 µM. 340,000 tested, 0.098% active. AID 743397;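 active = mean replicate inhibition of at least 30% and at least 1% of replicates passing that level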;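 note: 0% = median of the neutral control wells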
MC4R ag barr = MC4R agonists recruiting beta-arrestin, primary screen, cell-based, luminescence, agonist arm of biased-ligand search | U2OS MC4R beta-arrestin complementation; percent of melanotan II response, DMSO zero | activation, % at 8.9 µM | 360,000 tested, 0.98% active | AID 540308, 2011;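 active = activation above a per-plate cutoff, the mean activation of sample wells on that plate plus 3 SD, cut at about 8% in these data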
ABHD5 PLIN5 PPI = ABHD5-PLIN5 interaction inhibitors, primary screen, cell lysate, split luciferase complementation, luminescence; Split G. princeps luciferase complementation, 4 h; inhibition, % at 4 µM; 360,000 tested, 0.78% active; AID 602281, 2012;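 active = inhibition above the mean inhibition across every tested compound plus 3 SD, cut at about 22% in these data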;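 note: 0% = DMSO only wells and the 100% control is not disclosed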
MC4R antag cAMP = MC4R antagonists of cAMP signaling, primary screen, cell-based, TR-FRET, antagonist arm of biased-ligand search | Melanocortin receptor 4 (Homo sapiens), P32245 | MC4R-expressing cells, MTII-stimulated cAMP, LANCE TR-FRET | inhibition, % at 6.5 µM | 360,000 tested, 0.48% active | AID 540295, 2011;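 active = inhibition above its plate's cutoff, the mean of tested wells on that plate plus 3 SD, cut at about 29% in these data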;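 note: 0% = Melanotan II alone and 100% = Melanotan II plus saturating MCL0020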
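Material: U2OS-MC4R stable cell line | Reagent: Melanotan II challenge after compound preincubation | Doses: One concentration, 6.5 µM nominal | Incubation: 30-min compound preincubation, 1-h Melanotan II challenge, 1-h detection, room temperature | Signal: TR-FRET cAMP assay | Replicates: One well per compound, no replicates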
Granule exo inh = LAMP-1 surface exposure blockers, TALL-104 cells – cell-based, flow cytometry, MLPCN library, primary screen; TALL-104 LAMP-1 surface exposure; cells stimulated with thapsigargin and PMA; inhibition, % at 10 µM; 360,000 tested, 0.66% active; AID 651702, 2012;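 active = inhibition above about 55%, limit read from the data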
N-glyco inh = increase of ERlucT glycosylation luciferase signal, primary screen, N-linked glycosylation inhibitor project, D54 ERlucT cells, luminescence, set 2; reporter increase, % at 12.5 µM; 360,000 tested, 0.23% active; D54 ERlucT glycosylation luciferase reporter, 24 h; percent of 100 nM tunicamycin response;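 active = mean luciferase reporter signal, scaled so untreated is 0 and the glycosylation-blocking control 100, at or above a set limit in every replicate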;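 note: luciferase carries N-glycosylation sites so blocking glycosylation raises the light; 0% = median of neutral control wells and 100% = median of 100 nM tunicamycin wells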
PDI inh = inhibitors of human PDI, primary screen, biochemical, turbidity, single point, plate reader; Protein disulfide-isomerase (Homo sapiens), P07237; PDI insulin aggregation turbidity, A650, 90 min; inhibition, % at 10 µM; 350,000 tested, 0.052% active; AID 588391, 2011;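 active = mean inhibition across replicates of 30% or more, whatever share of single replicates reach that level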;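 note: absorbance from insulin aggregation driven by PDI reduction with DTT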
Target sequence (P07237 whole entry, looked up): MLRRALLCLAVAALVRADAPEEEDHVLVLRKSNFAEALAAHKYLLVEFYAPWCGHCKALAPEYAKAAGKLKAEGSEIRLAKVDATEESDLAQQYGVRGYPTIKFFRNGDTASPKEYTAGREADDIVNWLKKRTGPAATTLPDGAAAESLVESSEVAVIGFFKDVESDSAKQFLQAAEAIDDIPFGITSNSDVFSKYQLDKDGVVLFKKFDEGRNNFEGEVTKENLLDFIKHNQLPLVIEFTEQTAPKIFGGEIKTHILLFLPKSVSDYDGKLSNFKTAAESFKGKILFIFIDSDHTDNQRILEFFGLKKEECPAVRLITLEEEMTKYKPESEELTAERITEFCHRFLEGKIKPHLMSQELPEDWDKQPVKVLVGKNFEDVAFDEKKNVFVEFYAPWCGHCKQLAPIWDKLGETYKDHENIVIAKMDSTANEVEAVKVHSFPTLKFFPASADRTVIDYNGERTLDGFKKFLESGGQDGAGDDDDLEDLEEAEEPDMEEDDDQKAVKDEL
The depositor's hits bear a star; . = no result given.

compound,ABCB6 inh MLPCN,m5-HT2A agonist,H9c2 protect,CaV13 FRET inh,MC4R ag barr,ABHD5 PLIN5 PPI,MC4R antag cAMP,Granule exo inh,N-glyco inh,PDI inh
COCCN(CCOC)Cc1cc(=O)oc2cc(C)cc(C)c12,92,3,-1,-4,.,6,.,-3,1,.
Clc1cccc(N2CCN(CCNc3nc4ccccc4n4cnnc34)CC2)c1,100,-6,-4,.,-1.4,5,-2,0,1,4
CCOC(=O)C1(Cc2cccc(OC)c2)CCCN(C(=O)c2cc(C)on2)C1 (centres undefined),106,6,3,-6,-1.9,0,8,13,-2,-2
COc1ccc(O)c(/C=N/NC(=O)CSc2nnc(C)n2-c2ccccc2)c1,98,4,32,.,-0.3,1,7,3,-3,-11
O=C(Nc1ccc(F)cc1F)N1CCN(C/C=C/c2ccccc2)CC1,99,-7,-8,-5,0.2,-3,4,9,-1,15
COC(=O)CSc1nc2c(c(=O)[nH]c(=O)n2C)n1CCC(C)C,101,-3,5,.,-1.8,3,-2,4,3,-2
CC(=O)CC(=O)Nc1cccc2c1CCCC2,89,-5,4,.,-0.6,1,-2,-2,1,6
COCCN(C(=O)COC(=O)c1ccc2[nH]c(C)c(C)c2c1)c1c(N)n(Cc2ccccc2)c(=O)[nH]c1=O,90,-4,-3,-2,-2.3,0,4,0,1,13
CS(=O)(=O)c1sc2nc(-c3ccccc3)cc(-c3ccccc3)c2c1N,106,1,1,-5,-3.3,-2,3,-2,-2,2
COc1cccc(CN(C(=O)c2cc3ccccc3oc2=O)C2CCS(=O)(=O)C2)c1 (centres undefined),94,0,-2,-4,0.8,-1,12,0,4,5
O=C(O)CSCc1nc2ccccc2s1,99,12,10,.,-1.7,-3,-1,-1,1,-3
Cc1cc(C)c2c(=O)n(-c3ccccc3)[nH]c2n1,103,4,4,-4,-0.7,-7,-1,0,3,2
Cc1nc(CS(=O)(=O)c2ccccc2)cc(Sc2ccccc2Cl)n1,89,1,-3,-6,-0.6,8,4,-2,-2,-7
Cn1nccc1C(=O)OCC(=O)Nc1ccc(S(N)(=O)=O)cc1,99,-4,6,-2,-3.8,-2,0,6,3,8
O=[N+]([O-])c1cc([N+](=O)[O-])c2nonc2c1Nc1ccc(O)cc1,101,-5,-7,-6,-1.0,-17,2,8,3,10
Cc1ccccc1NC(=S)NC(NC(=O)C(C)(C)C)C(Cl)(Cl)Cl (centres undefined),93,-8,0,-5,1.5,-1,22,0,-2,3
CCN(CC)C(=O)Cn1cc(C(=O)C(=O)N2CC=C(c3ccccc3)CC2)c2ccccc21,134,-2,7,-5,0.4,1,21,-1,0,6
Cc1cc(=O)oc2c(C)c(OCC(=O)N(C)C)ccc12,102,-2,5,-5,-0.1,-4,10,4,0,-15
O=C(NCc1ccco1)c1ccc2c(c1)N(Cc1ccc(Cl)cc1)CCS2,97,-6,-5,-5,0.2,2,13,-2,-2,1
COC(=O)Cc1cc(=O)n2[nH]cnc2n1,99,-1,-22,.,-2.4,0,4,-1,2,-1
O=C(Nc1ccc(Oc2ccccc2)nc1)C1CCCCN1Cc1ccco1 (centres undefined),106,-3,2,.,-0.5,15,-16,21,.,5
COC(=O)[C@]12CCCCC=C1N(Cc1ccco1)C(=O)[C@H](CC(=O)N1CCCCC1)C2,96,1,.,-5,.,3,.,-2,.,.
CCCCSc1nc2c(cnn2-c2ccc(F)cc2)c(=O)[nH]1,99,0,2,-7,1.8,1,-3,-1,-1,1
O=[N+]([O-])c1cccnc1N1CCOCC1,101,5,5,-7,-0.3,13,10,3,1,-4
COc1cc2c(=O)n(Cc3ccccc3)c(=O)n(CC(=O)NCc3ccco3)c2cc1OC,90,0,0,0,0.7,11,7,-1,-2,-3
Cc1ccccc1NS(=O)(=O)c1cc(OCC(N)=O)c(C)cc1Cl,100,-6,-1,5,-2.4,-4,7,-2,4,5
Cc1cc(S(=O)(=O)NC2CC(C)(C)NC(C)(C)C2)c(Cl)cc1Cl,108,-5,-1,-19,0.2,-9,-6,8,-2,6
CCOC(=O)C1(CC2CCCCO2)CCN(Cc2nc(C(C)C)cs2)CC1 (centres undefined),91,-1,-5,6,-0.8,0,4,9,-2,-1
Cc1ccc(NC(=O)COc2cccc(C)c2C)cc1S(=O)(=O)N1CCCCCC1,93,-7,-15,-6,-1.4,-5,-2,-5,-5,-2
CCN(CC)S(=O)(=O)c1cccc(C(=O)NC(C(=O)NC2=NCCS2)C(C)C)c1 (centres undefined),96,1,2,-2,0.3,-4,-5,-1,-2,-2
CC(C)CCNC(=O)c1csc2c1CCCCC2,485,3,-4,-3,1.4,-4,0,3,-1,3
CC(=O)Nc1ccc(N(C(=O)c2ccco2)C(C(=O)NC2CCCC2)c2cccs2)cc1 (centres undefined),100,0,1,2,-1.4,1,-2,2,2,-2
Cc1cc(=O)oc(C)c1C(=O)Nc1ccc(F)cc1,99,3,1,-5,2.0,3,7,4,1,2
O=C(Cn1cnc2ccccc2c1=O)N1CCN(Cc2ccccc2)CC1,93,-1,0,-3,0.5,1,-2,-1,0,-15
Cc1ccc(NC(=O)NC2CC(=O)N(c3ccc4c(c3)OCCO4)C2)c(C)c1 (centres undefined),100,6,6,-2,-0.6,-4,-5,1,-3,-9
CCOc1ccc(-n2c(=S)sc3c(=O)[nH]c(SCC(=O)NCC4CCCO4)nc32)cc1 (centres undefined),93,2,-2,-5,-2.6,12,-1,1,1,-14
O=C(CN1CCCCCC1)Nc1ccc(Br)cc1[N+](=O)[O-],103,4,1,-6,2.3,4,10,16,1,2
CNc1cccc(-c2cccc(O)c2)n1,102,7,-8,-7,-2.7,0,0,-4,3,-3
COc1ccc(/C=C/C(=O)c2c(O)cc(C)oc2=O)c(OC)c1,107,-3,-36,-8,0.4,0,5,0,-2,-13
N#CCCN(C(=O)COC(=O)c1ccc(S(=O)(=O)N2CCCCCC2)cc1)c1ccccc1,100,-1,1,-10,-0.5,-2,10,-2,3,-4
Cc1nn(CCC(=O)NNC(=S)Nc2ccc(Cl)cc2)c(C)c1[N+](=O)[O-],100,0,3,-3,0.1,-3,13,3,5,18
CC(C)(C)NC(=O)Nc1cccc(Cl)c1Cl,96,-3,-10,7,-1.6,-7,21,0,-1,2
CCn1cc(CNc2nc3nonc3nc2N2CCCCC2)cn1,100,-1,7,11,-1.3,-1,11,-6,2,15
O=C(NCCN1C(=O)S/C(=C\c2ccc(Cl)c(Cl)c2)C1=O)c1cnccn1,97,0,0,-18,1.2,3,6,-7,6,-1
CCN(CC(=O)Nc1ccc(OC)cc1)C(=O)c1ccc(=O)n(Cc2ccccc2)n1,104,-3,13,-3,-1.8,-4,-3,2,-1,0
Cc1cccc(N2C(=O)CC(c3ccc(F)cc3)C3=C2COC3=O)c1 (centres undefined),96,2,-1,2,2.3,6,2,0,1,-7
CCOC(=O)N1CCN(C(=O)N2CCOCC2)CC1,100,-3,5,.,-0.6,-2,-5,0,2,5
CC(=O)Nc1sc2c(c1C#N)CCC2,105,1,-8,1,1.3,-1,-6,-1,1,12
CC1=CC(C)C2(CO)COC(c3ccccc3O)C1C2C (centres undefined),88,-6,6,-6,-0.8,-4,-2,-1,.,12
COC(=O)N(C)C[C@@H]1OCc2cn(nn2)CCCC(=O)N([C@@H](C)CO)C[C@H]1C,95,-1,11,-4,0.1,6,-9,2,-1,4
O=C(CCn1c(=S)oc2ccccc21)N1CCN(c2ccc(F)cc2)CC1,97,-6,7,-3,-0.5,-3,-5,-4,1,14
COc1ccc(C)cc1NC(=S)NNC(=O)c1c(Br)cnn1C,99,2,1,-5,-2.1,2,15,1,1,0
O=C(O)CCCN1C(=O)/C(=C/c2ccncc2)SC1=S,97,1,0,-15,-1.1,-3,-4,0,4,0
COc1cc(-c2cc(C(=O)Nc3ccc(S(N)(=O)=O)cc3)c3ccccc3n2)cc(OC)c1OC,93,-5,24,-5,-1.9,-3,9,26,-4,6
O=C(CC1CS(=O)(=O)CC1CC(=O)Oc1ccccc1F)Oc1ccccc1F (centres undefined),93,16*,-2,-3,-1.7,-2,10,-5,4,3
Cc1nc2ccc(S(=O)(=O)CCC(=O)NCc3ccc(Cl)cc3)cc2s1,95,21*,-11,-10,-1.3,-9,8,3,0,.
COc1ccc(C(=O)NCCCOC(C)C)cc1OC1CCN(C(C)=O)CC1,98,2,5,-4,-1.1,6,-3,7,0,0
CCc1cc(/C(Cc2cscn2)=N\O)c(O)cc1O,90,2,3,-1,-2.3,-2,7,0,-1,13
CC(NC(=O)c1ccc(F)cc1)C(c1cccs1)N1CCN(C)CC1 (centres undefined),100,-8,2,-4,-1.0,3,22,-1,-2,-1
COc1ccc(CCn2c(=N)c(C(=O)NCC3CCCO3)cc3c(=O)n4ccccc4nc32)cc1OC (centres undefined),102,4,26,-6,-0.4,-4,11,-1,9,-4

(continued)
compound,ABCB6 inh MLPCN,m5-HT2A agonist,H9c2 protect,CaV13 FRET inh,MC4R ag barr,ABHD5 PLIN5 PPI,MC4R antag cAMP,Granule exo inh,N-glyco inh,PDI inh
CCc1ccc(C(=O)COc2ccc(NC(C)=O)cc2)cc1,94,6,-1,-4,-0.9,1,8,4,3,7
CC(OC(=O)c1ccccc1NCCO)C(=O)Nc1ccc(S(=O)(=O)N2CCOCC2)cc1 (centres undefined),98,-3,-3,-4,-2.7,-4,5,-8,-3,3
Cc1cccc(C)c1OCCCN1CCOCC1,99,-6,1,.,-0.2,0,1,-8,1,6
CC(C)(C)C(=O)NNC(=O)c1cc2sccc2s1,99,5,-4,-4,-0.2,1,-4,-4,1,-1
N#C/C(=C\c1ccc(-c2ccccc2)cc1)c1nc(-c2ccco2)cs1,112,4,-2,-26,-0.6,-4,5,5,-1,-1
COCCOC(=O)C1=C(C)NC2=C(C(=O)CC(C)(C)C2)C1c1cc2c(cc1Br)OCO2 (centres undefined),100,-3,6,-6,0.4,-6,8,-2,0,-4

Bioassay records as filed in PubChem BioAssay.
